Screens (PubChem)
Dynein cargo inh = dynein cargo transport inhibition. 3617.4 mouse cells, GR-EGFP nuclear translocation imaging; test concentration mostly 20 µM; stimulated with dexamethasone, 1 µM; active compounds read low. z-score, hits read low. 220,000 compounds, 0.47% hits. AID 1381;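 active means plate z-score of nuclear minus cytoplasmic receptor signal below a set negative limit, without overly bright fluorescence or cell loss, cut at about -3.5 in these data, passing the limit was not always enough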;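 further: z-score of nuclear minus cytoplasmic ring GR-EGFP intensity difference per well; some compounds called inactive have numbers as strong as hits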
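Also added – dexamethasone, 1.0 µM final · Buffer or medium – tet-free, stripped-serum medium · Schedule – induction 48 h, compound 1 h, agonist 30 min · Detection – formaldehyde fixation, Hoechst nuclear stain, 10x automated fluorescence imaging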
Salmonella PhoP GFP = inhibitors of PhoP regulon expression, primary screen, Salmonella Typhimurium, GFP reporter (AID 1863); S. Typhimurium PhoP-regulated promoter GFP reporter, 4 h; higher % means a stronger effect; one-dose inhibition, % at 50 µM; IC50 in µM for titrated hits; 300,000 compounds, 0.16% hits;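 active means inhibition over 29.93%, a cutoff 3 SD above the screen mean, later confirmed by dose response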;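 further: 0% = low Mg2+ inducing control and 100% = high Mg2+ repressing control; strong numbers were not always called active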
MT stabilize HCS = stabilizes microtubules in HeLa cells. HeLa tubulin immunostaining HCS, 24 h; share of cells brighter than vehicle mean+2SD. % tubulin-high responders, % at 10 µM. 200,000 compounds, 0.83% hits. AID 2205;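 active means plate Z-score above 3 for both tubulin-high and condensed-nucleus cell shares, with cell loss under 80%, at 10 µM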;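 further: anti alpha tubulin signal scored within the nucleus-defined area of each cell; some results filed as inactive read as strong as hits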
bCat nuc transl = modulators of beta-catenin nuclear translocation. HeLa beta-catenin nuclear translocation, immunofluorescence imaging. nuclear translocation activity, % at 5 µM. 190,000 compounds, 0.3% hits;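 active means nuclear translocation activity above 50% at 5 µM, with a well cell count of 50 or more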;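 further: per-cell ratio of nuclear to cytoplasmic median beta-catenin stain intensity; plate controls were DMSO negative control for no effect and GSK-3 inhibitor IX positive control for full effect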
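Test system: human HeLa cells, endogenous beta-catenin. Times: 24 h compound exposure, 37°C. Measured by: beta-catenin immunofluorescence imaging with DAPI.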
T cell HTS = T cell immune modulation candidate. calls only at 7 µM. 330,000 compounds, 0.068% hits. AID 2052. 2C CD8+ T cell-vesicle binding, flow cytometry; active compounds read low;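 active means response, share of CD8 T cells binding vesicles, and their 90th percentile fluorescence all below set limits, cut at about 80% in these data, passing the limit was not always enough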
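material = purified 2C TCR transgenic mouse naive CD8+ T cells | controls = Unloaded micro-vesicles (low), QL9 vesicles with 0.7% DMSO (high) | detection = cytometric PE anti-B7-1 and Alexa647 anti-CD8 signals after 1% paraformaldehyde fixation | incubation = binding step 1.5 h, 37 °C, antibody labelling 20 min, ice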
Autophagy mod = autophagy modulation, high-content screen; AID 463193; calls only at 10 µM (by protocol); MEF GFP-LC3 puncta imaging; test concentration mostly 10 µM; 190,000 compounds, 0.98% hits;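 active means percentage of spot-positive cells more than 3 SD above its plate mean, without a fluorescence outlier flag or 80% toxicity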;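 further: spot-positive cell cutoff set from DMSO-treated cells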
Ins promoter up = MIN6 insulin promoter up-regulation. MIN6 insulin promoter-GFP reporter, high-content imaging; active compounds read high. z-score at 5 µM. 190,000 compounds, 0.3% hits. AID 1625;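 active means z-score above 3 at 5 µM with at least 500 cells counted in the well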
CSM14.1 death rescue = protection against thapsigargin-triggered cell killing – 384-well, CSM14.1, ATP luminescence, primary screen (AID 1222) | CSM14.1 thapsigargin-induced death rescue, ATP luminescence; higher % means a stronger effect | cellular ATP content (survival), % at 20 µM, or EC50 in µM where a hit was titrated | 190,000 tested, under 10 active;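 active means EC50 below 50 µM in the dose-response confirmation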;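 further: death triggered by thapsigargin at about 15 µM added after 2 h compound pretreatment; cell ATP read after overnight thapsigargin exposure of roughly 18 to 22 hours; normalized against plate controls of thapsigargin alone and 5% DMSO vehicle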
Lipid droplet = modulators of hepatic lipid droplet formation; AML12 mouse hepatocytes, oleate lipid droplets, BODIPY imaging; inhibition, % at 6.5 µM; 240,000 compounds, 0.4% hits;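 active means lipid droplet intensity inhibited by at least 50%, with more than 500 cells counted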
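Material: mouse AML12 hepatocyte cell line, fixed after treatment; Timing: compound with oleate, overnight; Technique: high-content imaging of BODIPY-stained droplets and DAPI nuclei; Probe or stimulus: oleate, 100 µM final; Dosing: compound at 6.5 µM only.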
Dynein cargo inh cytoplasmic EGFP = recorded beside Dynein cargo inh, whose call it bears; z-score; measured here: cytoplasmic GR-EGFP intensity; active compounds read high
Dynein cargo inh nuclear GR-EGFP = recorded beside Dynein cargo inh, whose call it bears; z-score; measured here: nuclear GR-EGFP intensity;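 lower value marks the stronger effect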
Dynein cargo inh cell count = recorded beside Dynein cargo inh, whose call it bears; z-score; measured here: cell count per field
Ins promoter up cell count = also measured in Ins promoter up; calls as there; cell count; measured here: cytotoxicity, nuclei count;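 total cells summed across four imaged fields per well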
Lipid droplet cells 6.5 µM = second read-out of Lipid droplet, no call of its own (marks repeat the call); cell count; measured here: cell count, cytotoxicity flag;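 cells counted across two imaged fields per well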
bCat nuc transl cell count 5 µM = recorded beside bCat nuc transl, whose call it bears; cell count; measured here: cell count, cytotoxicity flag
T cell HTS vesicle-bound % = also measured in T cell HTS; calls as there; double positive events, %; measured here: CD8+ vesicle-bound cell fraction;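 binding gate set so that unloaded-vesicle control wells show 10% double positive cells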
MT stabilize HCS Hoechst-high % = second read-out of MT stabilize HCS, no call of its own (marks repeat the call); % Hoechst-high responders; measured here: nuclear condensation Hoechst responders;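 share of cells brighter than vehicle mean plus two SD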
MT stabilize HCS cytotoxicity % = recorded beside MT stabilize HCS, whose call it bears; toxicity, %; measured here: cytotoxicity by cell density;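 0% = mean cell density of plate MIN control wells and 100% = no cells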
Autophagy mod cell loss 18 h = also measured in Autophagy mod; calls as there; toxicity, %; measured here: cell loss, nuclei count;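 cell loss after 18 h compound exposure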
* marks the source's active call; other numbers are inactive results; i = inactive; nt = no result given; + = active, no number.

SMILES	Dynein cargo inh	Dynein cargo inh cytoplasmic EGFP	Dynein cargo inh nuclear GR-EGFP	Dynein cargo inh cell count	Salmonella PhoP GFP	MT stabilize HCS	MT stabilize HCS Hoechst-high %	MT stabilize HCS cytotoxicity %	bCat nuc transl	bCat nuc transl cell count 5 µM	T cell HTS	T cell HTS vesicle-bound %	Autophagy mod	Autophagy mod cell loss 18 h	Ins promoter up	Ins promoter up cell count	CSM14.1 death rescue	Lipid droplet	Lipid droplet cells 6.5 µM
COc1ccc(N(CC(=O)Nc2cc(OC)ccc2OC)S(=O)(=O)c2c(C)nn(C)c2C)cc1	-0.55	-0.25	-0.32	0.4	-1%	1.5	3.1	8.3	-2.1	1135	i	25	i	-1	-0.27	959	1.2%	nt	nt
CCCCCCn1c(=O)c(C(=O)N/N=C/c2cccc(F)c2)c(O)c2ccccc21	-0.76	-0.27	-0.41	0.63	-9%	1.5	2.1	6.5	nt	nt	i	27	i	-3	1.3	1158	0.8%	-2	792
O=C(Nc1ccc2nc3n(c(=O)c2c1)CCCCC3)c1ccccn1	-0.33	-0.27	0.069	1.7	10%	3.0	3.0	8.8	1.6	1142	i	52	i	-11	0.32	1542	nt	21	659
CCc1cccc(CC)c1NC(=O)c1ccc(-n2cncn2)nc1	-0.086	-0.28	-0.033	0.41	-10%	1.8	1.1	0.6	0.7	1493	i	54	i	11	-0.55	1489	0.2%	-29	696
O=C(c1ccccc1-c1ccccc1)N1CCOCC1	-0.37	-0.23	-0.11	1.3	-5%	2.9	2.2	4.6	2.4	1196	i	44	i	20	-1.1	1238	3.0%	12	770
COc1ccc(-c2nnc(SCC(N)=O)n2N)cc1	-0.64	-0.23	-0.32	0.6	-7%	1.8	1.7	8.5	-4.1	950	i	21	i	-13	-0.07	1284	1.7%	nt	nt
CC(=O)Nc1ccc(NC(=O)COc2ccc3c(c2)CCC3)cc1	-0.17	-0.086	0.75	-1.4	-4%	0.7	1.3	9.3	-1.2	1007	i	42	i	8	-0.24	1344	nt	7	672
Cc1ccc(-n2nnnc2-c2cnoc2-c2cccc(F)c2)cc1	-0.23	-0.18	-0.11	0.31	-3%	3.4	2.6	6.8	-1.3	1203	i	30	i	27	0.02	1169	-1.6%	-7	702
CC(C)(C)CC(=O)NC(=S)NCc1ccco1	-0.61	-0.31	-0.32	0.64	0%	1.4	1.7	5.3	-5.1	1104	i	8	i	8	-0.27	1575	-0.8%	-13	674
COc1ccc(C2C(C#N)=C(N)Oc3n[nH]c(C)c32)cc1Cn1cc([N+](=O)[O-])cn1 (stereo unspecified)	-1.1	-0.19	-1.3	-0.028	12%	3.4	2.1	4.3	-1.2	1379	i	3	i	-5	-0.17	1446	-0.5%	nt	nt
COc1ccc(C(=O)NC(=S)Nc2ccc(CN3CCOCC3)cc2)cc1	-0.96	-0.3	-0.87	1.8	2%	nt	nt	nt	3.1	1268	i	22	nt	nt	0.01	1065	nt	-10	714
Cc1cc(C)n(CCN(C)Cc2nc(Cc3ccccc3F)no2)n1	1.7	-0.2	0.48	-0.61	-3%	2.4	4.0	5.5	1.7	1490	i	59	i	-3	0.62	1648	-0.2%	7	697
CCNc1nc(NC(C)CC)nc(Oc2ccc(OCC)nn2)n1 (stereo unspecified)	-0.99	-0.3	-0.36	1.2	-7%	3.0	1.6	0.2	-2.1	1112	i	39	i	-8	-0.19	1380	0.0%	6	679
CCOCCNC(=O)c1ccccc1C(=O)NCCOCC	-0.35	-0.25	-0.055	0.33	-19%	1.6	1.6	2.7	-2.8	965	i	49	i	3	0.8	1187	0.7%	nt	nt
COC(=O)c1cccc(NC(=O)/C=C/c2ccc3c(c2)OCO3)c1	-0.82	-0.3	-0.71	0.23	-17%	4.8	3.0	9.5	2.4	521	i	34	i	-5	-0.4	1482	-11%	9	690
CS(=O)(=O)N(CC(=O)NCCc1ccccc1)C1CCCCC1	0.23	0.13	0.31	0.034	-13%	2.1	1.2	6.6	1.2	1082	nt	nt	i	-6	nt	nt	-2.0%	14	767
COc1ccc(-c2noc(CN3CCN(c4ccccc4F)CC3)n2)cc1OC	0.43	-0.26	-0.49	0.93	5%	3.0	1.4	5.2	-1.5	1034	i	54	i	0	-0.47	1211	1.3%	-1	752
Cc1c(NC(=S)NC(=O)CCc2ccccc2)c(=O)n(-c2ccccc2)n1C	0.5	0.022	0.11	0.05	4%	3.7	2.3	13	-1.2	1424	+	1.1*	i	-3	0.34	1458	-0.7%	-10	667
COc1ccc2c(=O)c3c(=O)n(-c4ccc(C)cc4)c(-c4ccccc4)nc3oc2c1	-0.054	-0.28	-0.25	0.12	-10%	nt	nt	nt	-1.1	1309	i	26	nt	nt	-1	1341	nt	nt	nt
C=CCn1c(SC/C=C/c2ccccc2)nnc1-c1sc(N)nc1C	1.3	-0.24	0.63	-0.49	4%	3.4	1.5	2.6	-0.9	1045	i	45	i	-2	nt	nt	0.7%	-4	694
CCN1/C(=C\C(=S)Nc2ccccc2)Sc2ccccc21	0.18	-0.13	0.63	-0.48	-6%	1.5	1.3	0.5	1.2	1500	i	26	i	36	nt	nt	-1.1%	-2	688
O=C1C(Cl)=C(NCCc2ccccc2)C(=O)N1CCc1ccccc1	0.19	-0.25	0.13	0.61	-9%	2.5	2.7	0.7	-6.4	891	i	37	i	2	nt	nt	-2.0%	-7	872
Cc1ccc(C(O)c2ccncc2)cc1 (stereo unspecified)	1.1	-0.21	1.1	0.26	-4%	2.1	1.5	4.4	-6.6	1096	i	47	i	-12	0.1	908	-0.4%	0	820
CCc1ccc(N2CC(C(=O)Nc3cccnc3)CC2=O)cc1 (stereo unspecified)	-0.72	-0.45	-0.23	1.2	4%	1.7	1.2	7.5	nt	nt	i	28	i	33	-0.77	776	-0.4%	0	682
Nc1nc2ccc(N3CCOCC3)cc2s1	1.7	-0.27	1.2	0.049	9%	1.7	0.8	11	nt	nt	i	49	i	3	0.1	1223	-3.7%	-8	718
CCOc1ccccc1Nc1cc(C)nc2nc(C)nn12	-0.73	-0.26	-0.064	1.3	-6%	3.6	3.1	6.3	9.5	904	i	38	i	11	-0.13	1195	0.9%	-1	756
COCc1[nH][nH]c(=O)c1C=Nc1ccc(OC(F)(F)F)cc1	-0.21	-0.28	-0.071	0.32	10%	5.4	1.5	5.9	-2.3	1132	i	62	i	-1	-0.8	1332	nt	26	748
Cc1c2ccccc2nc2c(F)c(NC(C)C)c(F)c(F)c12	-3.2	14	1.3	0.21	12%	12	2.3	8.1	9.7	737	i	31	+	-3.8*	nt	nt	-4.0%	-5	709
CC(=O)c1cccc(NC(=O)C2CCCC2)c1	-0.49	-0.059	0.047	0.034	2%	1.5	2.2	13	-0.7	1232	i	12	i	1	0.07	1326	-1.6%	-5	723
Cc1ccc(NC(=O)C2CC(=O)OC23CCOC(C)(C)C3)cc1 (stereo unspecified)	-0.017	-0.27	0.29	-0.17	-4%	1.9	1.3	8.0	-5.0	1247	i	18	i	-1	-0.17	897	3.1%	9	796
CN1CCN(NC(=S)Nc2ccccc2)CC1	-0.25	-0.061	-0.073	0.28	-1%	2.1	2.6	6.7	0.7	1191	i	40	i	-2	0.39	1243	-1.7%	-8	755
CC(N=C1NS(=O)(=O)c2ccccc21)C(=O)NCc1ccc2c(c1)OCO2 (stereo unspecified)	2.5	-0.21	1.6	-1.3	11%	3.8	2.2	4.1	nt	nt	i	52	i	-1	0	964	-0.6%	2	787
NC(=O)Cc1nc(-c2ccccc2)cs1	1.2	-0.25	0.58	0.49	1%	3.3	2.4	7.1	-0.6	976	i	50	i	43	0.43	1452	-4.5%	20	628
O=C(Cn1c(=O)oc2cc(S(=O)(=O)NCc3ccccc3)ccc21)NCc1ccco1	2.2	0.045	1.5	-1.3	10%	4.3	2.1	3.5	nt	nt	i	34	i	9	-0.31	700	-1.0%	nt	nt
COc1ccc(NC(=O)c2cccnc2Nc2ccc(OC)cc2)cc1	0.093	-0.26	0.16	0.5	-15%	2.0	1.8	13	-0.3	866	i	20	i	1	0.59	1103	-2.4%	nt	nt
COc1ccc(-c2ccc(OC)c([C@H]3[C@H]4C=CC[C@@H](C)[C@@H]4C(=O)N3Cc3ccccc3)c2)cc1C	0.047	-0.77	0.18	0.00066	-3%	nt	nt	nt	-2.1	1232	i	61	nt	nt	nt	nt	nt	-10	676
